Assay outcomes (PubChem)
ANO1 activ: mouse TMEM16A channel activation, primary screen; AID 623877; actives 0.3% (n = 340,000); Q8BHY3; B-score at 10 µM; HEK293 TMEM16A/YFP-H148Q/I152L, iodide quench fluorescence; active compounds read low;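 active means fluorescence-ratio B-score plate-corrected deviation score at least 3 library SD below zero, with starting fluorescence score within 5 deviations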;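 further: channel opened by trigger with iodide after compound preincubation; score built on the fluorescence ratio of max minus min over baseline; more negative score means more quench and so TMEM16A activation or potentiation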
RGS4 inh: human RGS4 inhibition; HEK293 M3R/RGS4 inducible, Fluo-4 calcium flux; active compounds read high; triggered by carbachol at its EC20; actives 0.45% (n = 310,000); P49798; AID 463165; B-score at 10 µM;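 active means B-score, a plate-corrected calcium signal, over three deviations above library mean, with baseline fluorescence within five deviations of library mean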;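 further: RGS4 expression induced by doxycycline in cells with stable M3 receptor; B-score is computed from the integrated fluorescence ratio over baseline after carbachol; higher B-score means a larger calcium signal and so more RGS4 inhibition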
Target sequence (P49798 whole entry, looked up): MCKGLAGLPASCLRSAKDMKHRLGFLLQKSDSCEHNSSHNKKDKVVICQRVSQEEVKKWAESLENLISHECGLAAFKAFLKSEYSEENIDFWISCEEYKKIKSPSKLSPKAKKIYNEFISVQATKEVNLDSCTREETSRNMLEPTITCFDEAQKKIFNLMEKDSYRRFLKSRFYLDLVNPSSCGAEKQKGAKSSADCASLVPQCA
MrgX1 agonist: agonists of human MrgX1 receptor; B-score at 10 µM; MrgX1-HEK293 cells, Fluo-4 calcium fluorescence, agonist mode; active compounds read high; actives 0.44% (n = 310,000); Q96LB2;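 active means calcium response B-score plate-corrected fluorescence ratio at least 3 library SD, with starting fluorescence B-score inside 5 SD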
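Material: HEK293 cells stably expressing human MrgX1 receptor | Quantity: 15,000 cells per well | Times: Cells plated overnight, dye loaded 0.5 h 37 °C, 0.5 h room temperature | Measured by: Kinetic Fluo-4 NW fluorescence of intracellular calcium | Control set: Positive and negative controls per plate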
TRPC6 inh: inhibitors of mouse TRPC6 channel. B-score at 10 µM. actives 1.1% (n = 310,000). Q61143. HEK293-TRPC6, membrane potential dye, ACh-evoked depolarization; active compounds read low;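 active means B-score under library mean minus 3 SD, initial fluorescence not abnormally high, positive integrated signal ratio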;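 further: B-score derived from integrated fluorescence ratio over the kinetic read; more negative B-score means stronger inhibition of depolarization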
Target sequence (Q61143 whole entry, looked up): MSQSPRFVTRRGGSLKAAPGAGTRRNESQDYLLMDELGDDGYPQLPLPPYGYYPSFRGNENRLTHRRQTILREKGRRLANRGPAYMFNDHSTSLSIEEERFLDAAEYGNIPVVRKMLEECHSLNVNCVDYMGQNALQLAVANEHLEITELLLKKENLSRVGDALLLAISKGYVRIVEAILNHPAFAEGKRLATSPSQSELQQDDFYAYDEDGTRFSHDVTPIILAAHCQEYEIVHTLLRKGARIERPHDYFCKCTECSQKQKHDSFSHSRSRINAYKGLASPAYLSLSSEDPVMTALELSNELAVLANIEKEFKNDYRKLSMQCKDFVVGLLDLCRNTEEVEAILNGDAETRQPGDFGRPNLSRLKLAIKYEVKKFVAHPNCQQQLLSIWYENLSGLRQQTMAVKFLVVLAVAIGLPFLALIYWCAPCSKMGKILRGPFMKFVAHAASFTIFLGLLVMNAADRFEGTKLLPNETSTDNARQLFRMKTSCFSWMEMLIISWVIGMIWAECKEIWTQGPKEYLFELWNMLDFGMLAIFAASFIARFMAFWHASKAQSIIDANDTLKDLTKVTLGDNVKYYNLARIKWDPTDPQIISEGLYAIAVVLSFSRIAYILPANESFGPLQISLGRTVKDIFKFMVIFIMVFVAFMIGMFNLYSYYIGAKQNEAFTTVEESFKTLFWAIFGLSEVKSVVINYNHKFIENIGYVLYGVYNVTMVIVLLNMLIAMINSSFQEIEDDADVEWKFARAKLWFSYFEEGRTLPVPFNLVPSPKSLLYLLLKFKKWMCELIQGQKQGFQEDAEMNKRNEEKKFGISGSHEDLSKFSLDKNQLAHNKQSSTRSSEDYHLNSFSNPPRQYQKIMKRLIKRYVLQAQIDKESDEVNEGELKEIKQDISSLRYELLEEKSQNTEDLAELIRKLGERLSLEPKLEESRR
MrgX1 antagonist: human MrgX1 receptor antagonism, primary screen | Q96LB2 | MRGX1-HEK293 calcium flux, Fluo-4, BAM8-22 antagonism; active compounds read low | B-score at 10 µM | actives 1.3% (n = 310,000) | AID 588676;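 active means calcium-response B-score plate-corrected more than 3 library SD below zero, starting fluorescence within 5 deviations, no agonist response on first addition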;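 further: peak minus trough fluorescence over baseline after final BAM8-22 challenge near maximal dose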
TRPC4 inh: TRPC4 (mouse) channel inhibition. Q9QUQ5. HEK293 TRPC4beta/mu-opioid, DAMGO-evoked Fluo4 calcium flux; active compounds read low. B-score at 10 µM. actives 0.39% (n = 300,000);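 active means B-score over 3 SD under the library average, no early fluorescence shift, positive overall ratio signal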
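test system = HEK293 cells with stable TRPC4beta plus mu-opioid receptor expression | detection = Fluo4 Ca2+ flux fluorescence | read-out = integrated fluorescence ratio relative to baseline, converted to per-well B score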
TRPC6 act: mouse TRPC6 channel activation; HEK293-TRPC6 membrane potential dye fluorescence; active compounds read high; Q61143; B-score at 10 µM; actives 0.13% (n = 310,000);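 active means B-score of the integrated fluorescence ratio above library mean plus 3 SD, and starting fluorescence ratio within library mean plus 5 SD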;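 further: higher score means more depolarization so channel activation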
TRPC4 potent: allosterically enhances the mouse TRPC4 cation channel; Q9QUQ5; HEK293 TRPC4beta/mu-opioid, DAMGO EC20, Fluo-4 Ca2+ flux; active compounds read high; B-score at 10 µM; actives 0.42% (n = 310,000);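 active means B-score of calcium response area above 5 SD of library B-scores, with initial fluorescence ratio within 5 SD of library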;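 further: B-score of integrated fluorescence ratio over time as area under calcium response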
TRPC4 agonist: activators of mouse TRPC4 channel. Q9QUQ5. HEK293 TRPC4beta/mu-opioid, Fluo4 calcium fluorescence; active compounds read high. B-score at 10 µM. actives 0.49% (n = 310,000);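 active means B-score above 5 SD of library B-scores, and initial fluorescence ratio not above library mean plus 5 SD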;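 further: positive B-score marks a calcium rise read as TRPC4 activation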
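system = HEK293 cells stably co-expressing mouse TRPC4beta and mu-opioid receptor | schedule = Fluo4 dye loading 45 min at room temperature, 110 s recording | measure = B-scored integrated calcium fluorescence ratio | signal = Fluo4 calcium-sensitive dye fluorescence, kinetic, 1 Hz baseline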
MrgX1 allo act: human MrgX1 positive allosteric modulation, primary screen | B-score at 10 µM | AID 588675 | MrgX1-HEK293, Fluo-4 calcium flux, FDSS; active compounds read high | actives 0.63% (n = 310,000);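 active means plate-corrected calcium response at least 3 library SD above typical, normal starting fluorescence, not activating the receptor alone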;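 further: compound read alongside a low EC10 to EC30 dose of BAM8-22 agonist; peak minus trough fluorescence over baseline measured at the second addition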
TMEM16A inh: blocks the mouse calcium-activated chloride channel TMEM16A; Q8BHY3; HEK293 TMEM16A/YFP iodide influx fluorescence, ionomycin; normalized B-score (activity score, 25-100; higher = stronger inhibition) at 10 µM; actives 1.2% (n = 310,000); AID 588511;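 active means ratio plate-corrected score three or more library SD toward inhibition, starting fluorescence score within five deviations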;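 further: score derived from kinetic fluorescence span divided by baseline fluorescence per well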
* = called active by the depositor; i = inactive; . = not tested or not shown.

SMILES | ANO1 activ | RGS4 inh | MrgX1 agonist | TRPC6 inh | MrgX1 antagonist | TRPC4 inh | TRPC6 act | TRPC4 potent | TRPC4 agonist | MrgX1 allo act | TMEM16A inh
O=C(COc1ncnc2ccccc12)N1CCN(S(=O)(=O)c2ccc(Cl)cc2)CC1 | i | i | i | i | i | i | i | i | i | i | i
N/C(=N\OC(=O)Cc1ccc(Cl)cc1)c1ccncc1 | i | i | i | i | i | i | i | i | i | i | i
Cc1ccc2nsnc2c1S(=O)(=O)N1CCOCC1 | i | i | i | i | i | i | i | i | i | i | i
COc1cccc(CNc2cccc3cccnc23)c1O | i | i | i | i | i | i | i | i | i | 15* | i
CCN(C(=O)/C=C/c1ccccc1)C1CCCCC1 | i | i | i | i | i | i | i | i | i | i | i
O=C(Cc1c(F)cccc1Cl)c1ccc(O)cc1O | i | i | i | i | i | i | i | i | i | i | i
COc1ccccc1-n1c(CNC(=O)c2cccc([N+](=O)[O-])c2C)n[nH]c1=S | i | i | i | i | i | i | i | i | i | i | i
COc1ccc(C)cc1NC(=O)C1CCN(C(=O)Cc2ccccc2)CC1 | i | i | i | i | i | i | i | i | i | 11* | i
COc1cc(N2CCCC2)c(OC)cc1/C=C1/NC(=S)NC1=O | i | i | i | i | -5.4* | i | i | i | i | i | i
Cn1c(NCc2c(O)ccc3ccccc23)nc2ccccc21 | i | i | i | i | i | i | i | i | i | i | i
COc1ccc(C)cc1S(=O)(=O)n1ccnc1C | i | i | i | i | i | i | i | i | i | i | i
CCC(C)NCCCOc1cc(Cl)ccc1Cl (stereo not given) | i | i | i | i | i | i | i | i | i | i | i
CCNC(=S)Nc1ccc2ncoc2c1 | i | i | i | i | i | i | i | i | i | i | i
COc1ccccc1CNC(=O)C(=O)c1cn(CC(=O)N2CCOCC2)c2ccccc12 | i | i | i | i | i | i | i | i | i | i | i
CSc1nsc(SCC(=O)N2CCCCC2)n1 | i | i | i | i | i | i | i | i | i | i | i
CC(=O)N/C(=N/c1nc(C)cc(C)n1)Nc1ccc(C)cc1C | i | i | i | i | i | i | i | i | i | i | i
NC(=O)CN1C(=O)NC2(CCCc3sccc32)C1=O (stereo not given) | i | i | i | i | i | i | i | i | i | i | i
CC(=O)N1CCN(C(=O)c2ccc(-n3c(C)ccc3C)cc2)CC1 | i | i | i | i | i | i | i | i | i | i | i
O=C(O)CC(NC(=O)C(c1ccccc1)c1ccccc1)c1ccco1 (stereo not given) | i | i | i | i | i | i | i | i | i | i | i
CCOC(=O)c1c(N)sc2c(OCC)c(Br)ccc12 | i | i | i | i | i | i | i | i | i | i | i
Cc1cc(C(=S)N2CCOCC2)c(C)n1-c1ccc(Cl)cc1 | i | i | i | i | i | i | i | i | i | i | i
COc1cc(CNc2nnnn2C)ccc1OCc1ccc(F)cc1Cl | i | i | i | i | i | i | i | i | i | i | i
COc1cc([N+](=O)[O-])cc2cc(C(=O)N3CCCC3)c(=O)oc12 | i | i | i | i | i | i | i | i | i | i | i
CCCOc1ccccc1C1NC(=O)NC(C)=C1C(=O)OCCOCC (stereo not given) | i | i | i | i | i | i | i | i | i | i | i
O=C(COc1ccc(C(=S)N2CCC(Cc3ccccc3)CC2)cc1)N1CCOCC1 | i | i | i | i | i | i | i | i | i | i | i
CCOc1cccc(/C=N/N2CCN(c3ccc(Cl)cc3)CC2)c1O | i | i | i | i | i | i | i | i | i | i | i
COc1ccc2cc(C(=O)C3CCCN(Cc4ccccn4)C3)ccc2c1 (stereo not given) | i | i | i | i | i | i | i | i | i | i | i
O=C1CCCN1c1ccc(CNS(=O)(=O)c2ccc(F)cc2)cc1 | i | i | i | i | i | i | i | i | i | i | i
CN1c2ccccc2C(=O)NC1c1ccc([N+](=O)[O-])s1 (stereo not given) | i | i | i | i | i | i | i | i | i | i | i
Cc1cc(NS(=O)(=O)c2ccc(NC(=O)/C=C/c3ccc(Br)cc3)cc2)no1 | i | i | i | i | i | i | i | i | i | i | i
CCCn1c(C(O)c2ccc(OC)c(OC)c2)nc2ccccc21 (stereo not given) | i | i | i | i | i | i | i | i | i | i | i
OCCNc1nc2ccccc2nc1NCCO | i | i | i | i | i | i | i | i | i | i | i
COc1ccc(NC(=O)CSc2nc3nc(C)cc(C)c3c(=O)[nH]2)cc1 | i | i | i | i | i | i | i | i | i | i | i
CC(C)Sc1nc2c(cnn2-c2ccc(Cl)cc2)c(=O)[nH]1 | i | i | i | i | i | i | i | i | i | i | i
O=C(NC1CCSc2ccccc21)c1cccc(Cl)c1 (stereo not given) | i | i | i | i | i | i | i | i | i | i | i
O=C1C(c2ccc(F)cc2)N(Cc2ccc3c(c2)OCO3)C(=O)CN1C1CCCCCC1 (stereo not given) | i | i | i | i | i | i | i | i | i | i | i
COc1cccc(OCCNC(=O)c2ccccc2Sc2ccccc2C#N)c1 | i | i | i | i | i | i | i | i | i | i | i
C/C(=N\OCC(=O)NC(C)C)c1cccs1 | i | i | i | i | i | i | i | i | i | i | i
Cc1cc(C)c(NC(=S)N(CCCN2CCN(C)CC2)Cc2cccs2)c(C)c1 | i | i | i | i | i | i | i | i | i | i | i
Clc1ccc(-n2nnnc2-c2ccccc2)cc1Cl | i | . | i | . | i | . | . | . | . | i | i
Nn1c(SCC(=O)NCCCc2ccccc2)nnc1-c1cccnc1 | i | i | i | i | i | i | i | i | i | i | i
CC(C)/C(=N\NS(=O)(=O)c1ccc(Br)cc1)c1cccs1 | i | i | i | i | i | i | i | i | i | i | i
CCc1ccc(NC(=O)CSc2nc(=O)n(CCCN3CCOCC3)c3c2CCCC3)cc1 | i | i | i | i | i | i | i | i | i | i | i
CN1CCN(c2nc3c(c(=O)n(C)c(=O)n3C)n2Cc2ccccc2)CC1 | i | i | i | i | i | i | i | i | i | i | i
COc1ccc(/C=N/NC(=O)Nc2ccc3nsnc3c2)c(OC)c1 | i | i | i | i | i | i | i | i | i | i | i
CSc1cccc(CNC(=O)C2CCC(=O)N(CC3CCCCC3)C2)c1 (stereo not given) | i | i | i | i | i | i | i | i | i | i | i
O=C(N/N=C/C=C\c1ccco1)c1cccs1 | i | i | i | i | i | i | i | i | i | i | i
COc1ccc(Cc2nnc(NC(=O)c3cccc(F)c3)s2)cc1OC | i | i | i | i | i | i | i | i | i | i | i
O=S(=O)(NCc1ccccn1)c1cc(OCC(F)(F)F)ccc1OCC(F)(F)F | i | i | i | i | i | i | i | i | i | i | i
Cc1cc(Cl)c(OCCCN(C)C)c(Br)c1 | i | i | i | i | i | i | i | i | i | i | i
O=[N+]([O-])c1ccc(NCCN2CCOCC2)c([N+](=O)[O-])c1 | i | i | i | i | i | i | i | i | i | i | i
O=C(NCc1ccccc1)c1ccc(Br)cc1 | i | i | i | i | i | i | i | i | i | i | i
O=C1C2CC=CCC2C(=O)N1c1ccc(NCCc2cccc(F)c2)c([N+](=O)[O-])c1 (stereo not given) | i | i | i | i | i | i | i | i | i | i | i
O=C1c2ccccc2C(=O)c2c1cccc2N1CCN(C/C=C/c2ccccc2)CC1 | i | i | i | i | i | i | i | i | i | i | i
COc1ccccc1CNS(=O)(=O)c1ccc(-n2cnnn2)c(C)c1 | i | i | i | i | i | i | i | i | i | i | i
CC(C)(C)NC(=O)C1N(c2cccnc2)C(=O)C2C(C(=O)Nc3ccccc3F)C3(C)C=CC21O3 (stereo not given) | i | i | i | i | i | i | i | i | i | i | i
CCOC(=O)c1c(NC(=O)c2ccn(CC)n2)sc2c1CCC2 | i | i | i | i | i | i | i | i | i | i | i
O=C(NCCN1CCOCC1)c1ccc2c(c1)ncn2C1CCCCC1 | i | i | i | i | -6.8* | i | i | i | i | i | i
C/C=C/C=C/C(=O)OC(C)C(=O)Nc1cc([N+](=O)[O-])ccc1OC (stereo not given) | i | i | i | i | i | i | i | i | i | 7.6* | i
O=C(NCCCNC(=O)c1ccco1)c1cccc(F)c1 | i | i | i | i | i | i | i | i | i | i | i
Next part
SMILES | ANO1 activ | RGS4 inh | MrgX1 agonist | TRPC6 inh | MrgX1 antagonist | TRPC4 inh | TRPC6 act | TRPC4 potent | TRPC4 agonist | MrgX1 allo act | TMEM16A inh
Cc1ccc(/C=C/C(=O)N2CCc3ccccc3C2)cc1 | i | i | i | i | i | i | i | i | i | i | i
CCCC(=O)NC(c1ccc(OC)c(OC)c1)c1cc(Cl)c2cccnc2c1O (stereo not given) | i | i | i | i | i | i | i | i | i | i | i
O=C(NCc1ccco1)C(NS(=O)(=O)c1cccc2nsnc12)c1ccccc1 (stereo not given) | i | i | i | i | i | i | i | i | i | i | i
CCCNC(=O)c1nn2c(C(F)(F)F)cc(-c3ccccc3)nc2c1Br | i | i | i | i | i | i | i | i | i | i | i
CCN1CCN(c2ccc(NC(=O)c3ccccc3F)cc2Cl)CC1 | i | i | i | i | i | i | i | i | i | i | i
Cc1cc(C)c2c(N)c(C(=O)NN3CC(=O)N(c4cccc(Cl)c4)CC3=O)sc2n1 | i | i | i | i | i | i | i | i | i | i | i
Cc1c([N+](=O)[O-])cnc(Sc2ccccc2)c1[N+](=O)[O-] | i | i | i | i | i | i | i | i | i | i | i
O=C(Nc1ccc(S(=O)(=O)Nc2cnc3ccccc3n2)cc1)c1ccc(F)cc1 | i | i | i | i | i | i | i | i | i | i | i
COc1c(C(=O)Nc2nccs2)ccc2ccccc12 | i | i | i | i | i | i | i | i | i | i | i

A run of entries from further up, as a working copy:
SMILES | ANO1 activ | RGS4 inh | MrgX1 agonist | TRPC6 inh | MrgX1 antagonist | TRPC4 inh | TRPC6 act | TRPC4 potent | TRPC4 agonist | MrgX1 allo act | TMEM16A inh
O=C(NCc1ccccc1)c1ccc(Br)cc1 | i | i | i | i | i | i | i | i | i | i | i
O=C1C2CC=CCC2C(=O)N1c1ccc(NCCc2cccc(F)c2)c([N+](=O)[O-])c1 (stereo not given) | i | i | i | i | i | i | i | i | i | i | i
O=C1c2ccccc2C(=O)c2c1cccc2N1CCN(C/C=C/c2ccccc2)CC1 | i | i | i | i | i | i | i | i | i | i | i
COc1ccccc1CNS(=O)(=O)c1ccc(-n2cnnn2)c(C)c1 | i | i | i | i | i | i | i | i | i | i | i
